mec2-1 = NCI yeast anticancer drug screen, S. cerevisiae mec2-1 strain | % growth inhibition at 50 µM | 9% of 79,000 active | AID 157;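 further: 0% = growth of vehicle-only cultures of the same strain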
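Strain: mec2-1 (DNA repair/cell cycle alteration). Compound exposure, then growth measured; inhibition expressed relative to vehicle.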
bub3 = NCI yeast anticancer drug screen, S. cerevisiae bub3 mutant strain; growth inhibition, % at 50 µM; 9.9% of 78,000 active; AID 167;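 further: 0% = growth of vehicle-only cultures of the same strain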
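Readout: yeast growth inhibition, expressed relative to vehicle-only wells. The test organism is a mutant strain from a panel with lesions in DNA repair or checkpoint genes.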
yeast mlh1 rad18 = NCI yeast anticancer drug screen, S. cerevisiae mlh1 rad18 strain; AID 175; % growth inhibition at 50 µM; 11% of 79,000 active;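 further: 0% = growth of vehicle-only cultures of the same strain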
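Test agents were incubated with a yeast strain of defined genotype (DNA damage repair defect). Inhibition of growth was derived by comparison with vehicle-exposed cultures.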
rad50 = NCI yeast anticancer drug screen, S. cerevisiae rad50 strain | growth inhibition, % at 50 µM | 10% of 79,000 active;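 further: 0% = growth of vehicle-only cultures of the same strain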
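Cells are treated with compound, grown, and their growth is then scored against vehicle-only cultures of the same repair-deficient yeast strain.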
yeast cln2 rad14 = NCI yeast anticancer drug screen, S. cerevisiae cln2 rad14 strain; % growth inhibition at 50 µM; 8.3% of 78,000 active;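 further: 0% = growth of vehicle-only cultures of the same strain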
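Growth of compound-exposed yeast (cln2 rad14 genotype) measured and expressed as inhibition relative to vehicle.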
sgs1 mgt1 = NCI yeast anticancer drug screen, S. cerevisiae sgs1 mgt1 strain; % growth inhibition at 50 µM; 10% of 78,000 active;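 further: 0% = growth of vehicle-only cultures of the same strain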
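Mutant yeast exposed to compound; growth scored against vehicle-only wells.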
The depositor's hits bear a star; . = no result given; & = joins results of further samples. No stated cut-off is given here; in the data, active means growth inhibition above about 70%; inactive means the rest.

1. O=C(O)C1=C(C(=O)Nc2ccccc2)C2C=CC1C2 (stereo not given)
2. O=C(NC(Cc1cnc[nH]1)C(=O)N1CCCC1)C1CCCC1 (stereo not given)
3. Nc1cc(F)c(F)cc1F
4. CCCCCCCCNC(C(=O)c1ccccc1)c1ccccc1 (stereo not given)
5. Cc1cc(C)c(S(=O)(=O)Oc2ccccc2)c(C)c1
6. COC(=O)c1cccc2ccc3ccccc3c12
7. OC1=CN=C(c2ccccc2)Oc2ccccc21
8. O=C(/N=N/C(=O)Oc1ccccc1)Oc1ccccc1
9. CC1(C)OC2(C)CCC1C1C2N1C(=O)c1ccc([N+](=O)[O-])cc1 (stereo not given)
10. CCCCC(SC(CC)(C(=O)O)c1ccccc1)C(N)=O (stereo not given)

assay / compound	1	2	3	4	5	6	7	8	9	10
mec2-1	-11	-20	-3	12	-7	2	-9	8	-23	-4
bub3	23	1	15	14	12	-3	-11	55	-5	6
yeast mlh1 rad18	-8	-14	-20	27	-37	5	-3	49	-8	-18
rad50	5	-22	3	10	-15	-1	3	56	-6	0
yeast cln2 rad14	5	6	4	14	2	-22	0	44	0	-41
sgs1 mgt1	15	14	-7	16	-8	24	-12	49	1	5

11. O=C(NCc1ccco1)Nc1ccc(Cl)cc1
12. CN(/N=C/c1ccc(Cl)c(Cl)c1)C1=NCCCCN1
13. NCCSSCCN
14. O=NN(CCCl)C(=O)NCCc1cccc[n+]1[O-]
15. Clc1ccc(C2NC(c3ccccc3)c3c(ccc4ccccc34)O2)cc1Cl (stereo not given)
16. O=C1NN(C(=O)c2ccccc2)C(c2ccccc2[N+](=O)[O-])c2c1c1ccccc1n2C(=O)c1ccccc1 (stereo not given)
17. Nc1ccc(S(=O)(=O)c2cc(O)ccc2O)cc1
18. Cc1cc2cc3c(c(C(=O)O)c2o1)C(=O)c1ccc2ccccc2c1C3
19. Cc1ccc(NC(=S)SCc2ccc3c(c2)OCO3)cc1Cl
20. COC(=O)C(Br)CCC(Br)C(=O)OC (stereo not given)

assay / compound	11	12	13	14	15	16	17	18	19	20
mec2-1	-1	-14	-25&22	14	93*	6	-1	100*	100*	14
bub3	14	-16	-29&16	-2	90*	-4	10	100*	99*	68
yeast mlh1 rad18	-3	-3	5&14	-58	92*	15	5	99*	99*	44
rad50	-30	1	-21&18	3	86*	29	5	98*	99*	69
yeast cln2 rad14	-51	-7	-35&2	-6	88*	-23	-6	99*	99*	-14
sgs1 mgt1	1	2	-15&16	-14	92*	5	12	100*	99*	42

Molecules listed so far containing a halogen (seven):
3. Nc1cc(F)c(F)cc1F
11. O=C(NCc1ccco1)Nc1ccc(Cl)cc1
12. CN(/N=C/c1ccc(Cl)c(Cl)c1)C1=NCCCCN1
14. O=NN(CCCl)C(=O)NCCc1cccc[n+]1[O-]
15. Clc1ccc(C2NC(c3ccccc3)c3c(ccc4ccccc34)O2)cc1Cl (stereo not given)
19. Cc1ccc(NC(=S)SCc2ccc3c(c2)OCO3)cc1Cl
20. COC(=O)C(Br)CCC(Br)C(=O)OC (stereo not given)

assay / compound	3	11	12	14	15	19	20
mec2-1	-3	-1	-14	14	93*	100*	14
bub3	15	14	-16	-2	90*	99*	68
yeast mlh1 rad18	-20	-3	-3	-58	92*	99*	44
rad50	3	-30	1	3	86*	99*	69
yeast cln2 rad14	4	-51	-7	-6	88*	99*	-14
sgs1 mgt1	-7	1	2	-14	92*	99*	42

The list continues:
21. CCOP1(=O)C=C(Sc2ccc([N+](=O)[O-])cc2[N+](=O)[O-])C(C)(C)O1 (stereo not given)
22. CC1(C)CC(N2CCN(C3CC(C)(C)NC(C)(C)C3)CC2)CC(C)(C)N1
23. CSC(SC)=C1C(=O)NN=C1C
24. O=c1ccnc2c1ccc1[nH]cccc12
25. COc1cc(C(=O)O)c(C(=O)O)cc1OC
26. CCc1c(O)c2c([nH]c1=O)SC(C)(C)CC2=NCC(C)C
27. CC1=C(Sc2ccc(Br)cc2)C(N)Nc2nc(N)nc(N)c21 (stereo not given)
28. CC(C)=CCCC(C)(OC1OC(COC2OCC(O)C(O)C2O)C(O)C(O)C1O)C1CCC2(C)C1C(O)CC1C3(C)CCC(OC4OC(CO)C(O)C(O)C4OC4OC(CO)C(O)C(O)C4O)C(C)(C)C3CCC12C (stereo not given)
29. Cc1c(C)n(COCCO)c2ncnc(N)c12
30. O=C(O)c1cccnc1C(=O)Nc1cccc2ccccc12

assay / compound	21	22	23	24	25	26	27	28	29	30
mec2-1	9	-20	23	6	21	-34	10	-26	-37	13
bub3	2	-14	33	9	2	-44	9	5	-13	10
yeast mlh1 rad18	42	-30	29	13	0	9	22	18	-39	-17
rad50	51	-13	23	1	3	-24	11	-16	-14	13
yeast cln2 rad14	26	-8	18	1	-29	-2	14	7	14	1
sgs1 mgt1	33	-19	19	-14	20	-17	-2	-6	-24	13

31. Cc1cccc([N+](=O)[O-])c1N
32. CC(C)(NO)/C(=N\O)c1ccco1
33. CC(C)(O)c1cc(=O)n(-c2ccccc2)[nH]1
34. CC(C)C12CCC(=O)C=C1CCCC2OC(=O)c1ccccc1C(=O)O (stereo not given)
35. COCCOC(=O)C(O)c1ccccc1 (stereo not given)
36. Cn1cc2ccccc2c1-c1nc(F)nc(F)n1
37. O=C(O)CN1CCNCCN(CC(=O)O)CCNCC1
38. O=C1c2ccccc2C(=O)c2c(NC(=O)c3ccc4c5c(ncnc35)-c3ccccc3C4=O)cccc21
39. N=C(N)n1[nH]c2c(c1=O)CCC2
40. Cc1noc(NS(=O)(=O)c2ccc(NCc3c4ccccc4nc4cc(Cl)ccc34)cc2)c1C

assay / compound	31	32	33	34	35	36	37	38	39	40
mec2-1	-6	10	-6	1	14	-22	76*	-32	-5	99*
bub3	2	19	-18	3	13	-6	56	-26	-17	98*
yeast mlh1 rad18	27	28	-5	-1	10	-1	56	-15	-13	98*
rad50	9	24	-6	8	24	-8	51	-38	-23	98*
yeast cln2 rad14	0	36	-65	-16	9	4	55	-20	14	98*
sgs1 mgt1	35	22	7	0	9	-21	70	-1	-14	98*

Copied from the list:
Value of cpd 3 in mec2-1: -3
Value of cpd 17 in yeast cln2 rad14: -6
Value of cpd 36 in sgs1 mgt1: -21
Value of cpd 29 in mec2-1: -37
Value of cpd 5 in mec2-1: -7
Value of cpd 39 in mec2-1: -5

(continued)
41. NC(CCC(=O)NC(CSCNC(=O)Nc1ccc(Cl)cc1)C(=O)NCC(=O)O)C(=O)O (stereo not given)
42. CCOC([O-])=N/C(=N/[n+]1ccc(C)cc1)c1ccccc1
43. O=C1OC(c2ccco2)=N/C1=C\c1ccc(Cl)c(Cl)c1
44. CCc1n[nH]c(=O)n1N1C(=O)CCC1=O
45. Cc1cccc(NC(=O)/C=C/c2ccc(N(CCC#N)CCC#N)cc2C)c1
46. O=C(C/C(=N\C(=S)Nc1cc(C(F)(F)F)ccc1Cl)NO)N1CCCC1
47. COC(=O)/C=C/CCBr
48. Cc1ccccc1-n1c(C)nc2cc(NC(N)=S)ccc2c1=O
49. O/N=C/C(=Nc1ccc(-c2ccc(N=C(/C=N/O)NO)cc2)cc1)NO
50. O=c1cc(N=Nc2ccc(O)cc2)[nH]c(=O)[nH]1

assay / compound	41	42	43	44	45	46	47	48	49	50
mec2-1	4	6	-15	18	7	-19	-22	-3	-8	-42
bub3	-4	-15	10	-24	40	14	-5	-6	21	-41
yeast mlh1 rad18	16	-12	-7	23	20	40	-12	-18	18	0
rad50	-5	8	0	4	9	18	-13	-19	-10	-21
yeast cln2 rad14	-14	-16	0	5	7	16	-39	-24	-36	33
sgs1 mgt1	-2	-3	10	-12	-6	2	-18	0	6	-27

51. CCOC(=O)/C=C1/Nc2ccc([N+](=O)[O-])cc2NC1=O (tested in a mixture with another compound)
52. CCCCCCCCCCCCCCCCCCCCCCCCCCCCCC(=O)O
53. CCCCCCCCCCCCCCCCCCCCCCCCCCCCCCCS
54. CC/C(=N/NS(=O)(=O)c1ccc(C)cc1)c1ccc(O)cc1
55. N#Cc1ccccc1NCc1ccccc1
56. CS(=O)(=O)c1ccc(C(=N)N)cc1
57. O=C(/C=C\c1cccc(C(F)(F)F)c1)c1ccccc1
58. CCN(CC)CCO/N=C1\CC[C@H]2[C@@H]3CCc4cc(OC)ccc4[C@H]3CC[C@]12C
59. S=C1CCCCN1
60. CN(C)CCNC(=O)Cn1ccc(=O)c2ccc([N+](=O)[O-])cc21

assay / compound	51	52	53	54	55	56	57	58	59	60
mec2-1	-11	36	-11	18	-7	8	20	92*	24	7
bub3	-5	-25	1	26	-14	20	26	91*	-17	-6
yeast mlh1 rad18	1	-1	-14	47	-2	18	26	90*	7	-39
rad50	33	6	-27	23	-6	-2	20	89*	30	12
yeast cln2 rad14	29	7	-28	37	-32	-5	2	89*	-6	21
sgs1 mgt1	4	-2	-27	8	-20	6	36	91*	6	21

61. Cn1ncnc1CCc1ccccc1
62. Cc1cc(O)oc(=O)c1
63. COc1cc(OC)c(NC(=O)C(Sc2nc(C)cc(C)c2C#N)c2ccccc2)cc1Cl (stereo not given)
64. O=[n+]1c(-c2ccccc2)c(-c2ccccc2)n([O-])c2cc3ccccc3cc21
65. CC1CN(/N=C\c2ccc([N+](=O)[O-])o2)C(=O)O1 (stereo not given)
66. O=C(COc1ccccc1)Nc1ccc([N+](=O)[O-])cc1
67. CC[n+]1ccncc1
68. S=C1CC(c2ccc(Cl)cc2)Sc2ccccc2N1 (stereo not given)
69. CN(CCNC(=O)Nc1ccccc1)c1ccccc1
70. COc1ccc(C(=O)CCc2c[nH]c3ccccc23)c(O)c1

assay / compound	61	62	63	64	65	66	67	68	69	70
mec2-1	-4	-15	-20	4	21	-8	-14	-6	7	14
bub3	-14	2	2	6	14	40	-5	-7	29	24
yeast mlh1 rad18	-21	-5	6	26	86*	10	-6	-31	-21	-13
rad50	-10	-8	-6	29	76*	3	-20	-25	-5	-2
yeast cln2 rad14	-5	-44	22	-25	19	-2	-12	-1	-2	14
sgs1 mgt1	-40	-7	-5	12	86*	-7	-17	-9	14	36

One compound at a time, from the list above. Order of screens: mec2-1	bub3	yeast mlh1 rad18	rad50	yeast cln2 rad14	sgs1 mgt1
`CC1CN(/N=C\c2ccc([N+](=O)[O-])o2)C(=O)O1` (stereo not given) as listed: 21	14	86*	76*	19	86*
`Cn1ncnc1CCc1ccccc1` as listed: -4	-14	-21	-10	-5	-40
`S=C1CC(c2ccc(Cl)cc2)Sc2ccccc2N1` (stereo not given) as listed: -6	-7	-31	-25	-1	-9
`COc1cc(OC)c(NC(=O)C(Sc2nc(C)cc(C)c2C#N)c2ccccc2)cc1Cl` (stereo not given) as listed: -20	2	6	-6	22	-5
`O=[n+]1c(-c2ccccc2)c(-c2ccccc2)n([O-])c2cc3ccccc3cc21` as listed: 4	6	26	29	-25	12

(more compounds)
71. CCOC(=O)/C(=C\c1ccc2c(c1)OCO2)CC(=O)O
72. CCOC(=O)CSC(=S)Nc1ccc(Cl)cc1
73. CCN1C(=O)C(=O)C(c2ccccc2)(c2ccccc2)C1=O
74. CC(C)c1ccccc1NC(=O)CCC(=O)NN
75. O=C(O)/C=C/C(=O)NC1CCCCCCCCCCC1
76. COc1ccc(C=C(C(=O)O)C(=O)O)cc1
77. C[Si](C)(C)Cc1ccccc1C(=O)O
78. C[S+](C)CC(=O)c1ccccc1O
79. O=C1c2ccccc2-c2ccc(N3C(=O)C=CC3=O)cc21
80. CC(C)N(C(=O)c1ccc(NCc2cc(O)ccc2O)cc1)C(C)C

assay / compound	71	72	73	74	75	76	77	78	79	80
mec2-1	3	21	-4	-8	8	-12	97*	-10	99*	30
bub3	-2	51	3	-18	.	22	97*	3	92*	33
yeast mlh1 rad18	8	94*	47	-12	22	30	98*	-1	92*	56
rad50	-6	89*	-6	-11	10	30	98*	-3	99*	35
yeast cln2 rad14	3	-27	-22	6	.	18	98*	-62	56	61
sgs1 mgt1	4	88*	-5	-8	.	-8	97*	2	99*	23

81. COc1ccccc1F
82. CN(C)c1ccc(/C=C(\C#N)c2nc(-c3cc4ccccc4oc3=O)cs2)cc1
83. CC(C)(C)NC(=O)NCCCCCCNC(=O)NC(C)(C)C
84. O=C(O)CC1CC(O)CC/C1=N\Nc1ccc([N+](=O)[O-])cc1[N+](=O)[O-] (stereo not given)

assay / compound	81	82	83	84
mec2-1	-16	-14	-14	1
bub3	6	-36	8	37
yeast mlh1 rad18	-8	-63	-8	17
rad50	-16	-2	-16	-3
yeast cln2 rad14	-36	-4	-28	61
sgs1 mgt1	-21	-23	-7	2

High-throughput results from PubChem.
